Source: PubChem
PKA-R2B activ: activates the human PKA-R2B holoenzyme complex. PKA-R2B holoenzyme dissociation, Cy5-IP20 fluorescence polarization; R2B truncated from residue 108, S112A mutant; 0% DMSO only, 100% 113 µM cGMP. activation, % at 11.4 µM. 0.079% of 340,000 active. AID 504700;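 active = activation above a cutoff set at the mean over all compounds plus 3 SD, cut at about 18% in these data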;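 note: higher means more holoenzyme dissociation and a rise in polarization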
Target sequence (P31323 whole entry, looked up, other chains not shown, the tested form may be a part): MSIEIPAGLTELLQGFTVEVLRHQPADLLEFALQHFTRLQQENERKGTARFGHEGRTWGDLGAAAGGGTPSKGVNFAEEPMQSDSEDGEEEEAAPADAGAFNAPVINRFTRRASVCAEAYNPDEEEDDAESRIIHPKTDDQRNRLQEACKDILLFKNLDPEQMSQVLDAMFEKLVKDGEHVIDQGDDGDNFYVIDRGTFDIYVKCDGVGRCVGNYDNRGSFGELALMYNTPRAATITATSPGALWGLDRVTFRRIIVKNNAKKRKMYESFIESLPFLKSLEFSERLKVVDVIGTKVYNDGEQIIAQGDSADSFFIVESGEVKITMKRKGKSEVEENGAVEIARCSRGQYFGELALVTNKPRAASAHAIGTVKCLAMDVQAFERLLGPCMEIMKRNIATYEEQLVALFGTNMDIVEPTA
AddAB inh: less growth of phage-infected E. coli with AddAB; E. coli expressing H. pylori AddAB, absorbance growth; inhibition, % at 11.9 µM; 0.29% of 330,000 active; in the data active = inhibition above about 12%;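 note: 0% = vehicle wells of infected cells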
phage Ecoli inh: E. coli growth loss with phage present; 0.26% of 360,000 active; growth absorbance; inhibition, % at 11.9 µM; in the data active = inhibition above about 11%
OPRM1-OPRD1 inv: mu-delta opioid heterodimer inverse agonism. AID 504357. P35372+P41143. 0.21% of 340,000 active. cell-based MOR-DOR heterodimer luminescence. inhibition, % at 9.3 µM; in the data active = inhibition above about 22%, passing the limit was not always enough;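 note: 0% = cells with DMSO and 100% = wells without cells with DMSO; values of inactives mirror those of a sister screen read the other way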
PKA-R1A act: PKA-R1A complex activation. P00514+P68181. PKA-R1A dissociation, Cy5-IP20 fluorescence polarization; scaled: DMSO 0%, 113 µM cGMP 100%. activation, % at 11.4 µM. 0.083% of 340,000 active. AID 504707;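 active = percent activation above the mean of all tested compounds plus 3 SD, cut at about 19% in these data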;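 note: higher means more PKAc released from R1A so a rise in polarization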
SUMO Mot1 rescue: SUMOylation pathway inhibition by Mot1-301 growth rescue; S. cerevisiae Mot1-301 growth rescue, ATP luminescence, 38.5C; percent above DMSO median, 100 means doubled; growth rescue, % at 18.8 µM; 1% of 320,000 active; AID 2716;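 active = every valid replicate shows activation above 250% relative to neutral control wells; inactive = the rest, any valid replicate at or below 250%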;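 note: OY570 slx delta 5 strain wells were the positive control but not used for scaling; some compounds called inactive have numbers as strong as hits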
Tat export inh: inhibitors of E. coli Tat protein transport. E. coli MC4100 TorA-mCherry Tat export, fluorescence. inhibition, % at 10 µM. 0.036% of 340,000 active. AID 488895;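 active = mean replicate inhibition at least 50% and at least half of replicates individually reaching 50%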;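 note: exported cargo escapes ClpAP degradation while cytoplasmic cargo is degraded and loses fluorescence; 0% = median of neutral control wells and 100% = median of NaSCN control wells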
OPRM1-OPRD1 ag: OPRM1-OPRD1 heterodimerization agonism; P35372+P41143; cells, luminescence; activation, % at 9.3 µM; 0.3% of 340,000 active; in the data active = activation above about 18%;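 note: 0% = vehicle-treated cells and 100% = reference agonist; values of inactives mirror those of a sister screen read the other way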
Ecoli viability: counter-screen for AddAB inhibitors: E. coli growth inhibition. E. coli V3065 growth, OD600 absorbance, 18 h. inhibition, % at 11.9 µM. 0.27% of 330,000 active. AID 449728;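 active = inhibition above the campaign's mean inhibition across all tested compounds plus 3 SD, cut at about 9.9% in these data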;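 note: uninfected addAB+ strain grown without phage in ampicillin broth; 0% = DMSO wells and 100% = ciprofloxacin 0.95 µg/ml wells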
PfHsp90 yeast 2: growth inhibition of yeast expressing Plasmodium Hsp90; S. cerevisiae expressing PfHsp90, BacTiter-Glo ATP, 48 h; yeast lacking PDR1 and PDR3 efflux regulators; AID 504621; inhibition, % at 9.4 µM; 0.32% of 310,000 active;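 active = every replicate shows inhibition above about 80%, whatever the replicate mean, limit read from the data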;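 note: 0% = DMSO neutral controls and 100% = 20 µM radicicol positive controls; yeast relying on Plasmodium falciparum Hsp90 in place of its own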
HTR5A inv ag: counter-screen for OPRM1-OPRD1 inverse agonists: human HTR5A inverse agonism. P47898. HTR5A cell line, luminescence. inhibition, % at 9.3 µM. 0.083% of 340,000 active. AID 504634; in the data active = inhibition mostly above about 23%, no sharp cut-off; inactive = mostly below about 18%;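 note: 0% = cells with DMSO and 100% = no-cell wells with DMSO; some compounds called inactive have numbers as strong as hits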
Target sequence (P47898 whole entry, looked up): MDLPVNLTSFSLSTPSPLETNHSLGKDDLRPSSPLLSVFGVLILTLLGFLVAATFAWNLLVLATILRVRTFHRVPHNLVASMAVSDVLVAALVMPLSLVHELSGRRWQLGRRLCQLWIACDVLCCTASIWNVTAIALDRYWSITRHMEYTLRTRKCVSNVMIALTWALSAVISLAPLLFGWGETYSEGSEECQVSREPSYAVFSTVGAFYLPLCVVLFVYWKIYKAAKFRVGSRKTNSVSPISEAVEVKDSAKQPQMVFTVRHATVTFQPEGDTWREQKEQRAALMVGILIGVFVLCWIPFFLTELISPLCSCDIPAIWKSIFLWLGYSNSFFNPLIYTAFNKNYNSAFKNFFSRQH
Active calls of the source: *; . = no result given.

Second line of a record – PKA-R2B activ, AddAB inh, phage Ecoli inh, OPRM1-OPRD1 inv, PKA-R1A act, SUMO Mot1 rescue, Tat export inh, OPRM1-OPRD1 ag, Ecoli viability, PfHsp90 yeast 2, HTR5A inv ag
CN(CC(=O)Nc1cccc(F)c1)C(=O)c1ccc(N2CCCCCC2)c([N+](=O)[O-])c1
→ -8, 1.6, -0.5, 0, 2, -13, 6, 0.0, 0.9, 6, 18
Cc1ccc2oc(=O)cc(CN3CCCCC3)c2c1
→ -1, -0.9, 0.9, -6, 12, -6, -2, 1.4, -1.0, 22, 5
O=C(Nc1cccn(Cc2c(Cl)cccc2Cl)c1=O)c1ccccc1Cl
→ -8, 0.5, 1.7, -20, -6, -4, 4, 4.1, 1.0, ., -7
Cc1ccccc1Cn1nc(C)c(NC(=O)c2ccccc2)c1C
→ -13, 2.0, 3.4, 14, -12, -9, 2, -2.9, 1.0, 7, 11
COc1ccc(CCNC(=O)CCNS(=O)(=O)c2cc(Br)cnc2N)cc1OC
→ 0, 4.2, 2.7, 2, 10, 27, -2, -0.5, -0.3, 6, -5
Cc1nc(N)[nH]c(=O)c1CC(=O)OCCCl
→ -2, 1.7, 1.5, 10, -1, 10, 5, -1.9, 0.3, -7, -7
Cc1nn(-c2ccc(F)cc2)c(C)c1NS(=O)(=O)c1ccc(Cl)cc1
→ -2, 1.4, 1.9, -3, -2, -14, 1, 0.5, 2.7, -16, -2
CN(C(=O)COC(=O)c1ccc(Cl)s1)C1(C#N)CCCCC1
→ 3, ., 3.2, -29, 1, ., 1, 4.5, ., ., -4
O=C(c1ccc2c(c1)OCO2)N(c1ccc(Cl)cc1)C1C=CS(=O)(=O)C1 (stereo not drawn)
→ 5, -1.1, 0.9, -4, 4, 9, -11, 0.6, 0.4, 31, 24
CC(C)NC(=O)NC(=O)COC(=O)c1ccccc1O
→ 4, -0.7, 1.1, 8, -16, -18, 0, -1.6, -1.3, ., -19
COc1cc(O)c(C(CC(=O)N2CCCCC2)c2ccc(N(C)C)cc2)c(OC)c1 (stereo not drawn)
→ 2, ., 2.3, 12, -3, ., 11, -2.1, ., 10, -15
CCc1ccc(OCC(=O)N(C)C)c(Br)c1
→ -4, 2.5, 0.0, 6, -4, 5, -6, -1.2, -1.0, 11, -9
NC(=O)C1CCN(C(=O)Cc2ccsc2)CC1
→ 3, 1.5, -0.9, 6, -1, -12, 13, -1.0, -2.1, 11, 10
O=C(NCCCN1CCCC1=O)c1ccc(S(=O)(=O)Nc2ccccc2)cc1
→ -5, 1.2, 1.6, 0, 3, -9, 3, 0.0, 0.5, 23, 4
COCCCNC(=O)CN(c1ccc(F)cc1)S(=O)(=O)c1ccc2c(c1)OCCO2
→ 0, 4.1, 0.0, -5, 11, -14, -23, 0.7, 1.5, -40, -4
C=CCN(CC=C)S(=O)(=O)c1ccc(C(=O)Nc2sc3c(c2C(N)=O)CCCCC3)cc1
→ -2, 1.9, 3.5, -1, -6, 102, -7, 0.2, 2.2, -8, 6
COc1ccc(C(=O)Nc2ccc3c(c2)C(=O)NC3=O)cc1
→ -1, 0.2, 3.4, -8, -1, 6, 1, 1.4, 1.5, 1, 28
Cc1cc(NC(=O)CSCC(=O)Nc2nc3ccccc3s2)no1
→ 5, 1.3, 4.0, -2, -2, -3, 12, 0.5, 0.5, -1, -24
COC(=O)c1ccc(NC(=O)c2cccc(OC)c2)cc1
→ -9, 0.9, 3.2, 7, -9, -41, 3, -1.2, -1.4, -6, 12
COc1ccc(NC(=O)CN(C)C2=NS(=O)(=O)c3ccccc32)cc1Cl
→ -8, 0.2, 4.1, 15, -3, ., 11, -3.0, 2.3, -6, 1
O=C(NNS(=O)(=O)c1ccc(F)cc1)c1ccc([N+](=O)[O-])cc1
→ 3, 2.0, ., -9, 3, 14, 6, 2.1, -0.2, 2, -5
CCOC(=O)c1ccccc1NC(=O)CN(c1cccc(OC)c1)S(C)(=O)=O
→ -9, 3.8, 0.6, 13, -3, -1, 4, -2.2, -1.5, -137, -33
COc1ccc(Br)cc1S(=O)(=O)Nc1ncccc1C
→ 2, 1.3, 4.1, 7, -5, -6, 22, -1.4, 3.9, -3, -5
COc1ccc(OCC(=O)N2CCN(C(=O)c3ccccc3)CC2)cc1
→ 7, 5.0, 1.5, 9, -3, 11, -8, -2.0, 0.3, -3, 1
CC(NCCC1(C(C)C)CCOC(C)(C)C1)c1cccs1 (stereo not drawn)
→ 16, 0.9, 0.6, 7, -6, -8, -8, -1.3, -0.2, 4, 2
COc1ccc(/C=C/C(=O)OCC(=O)c2ccc(S(=O)(=O)N3CCCCC3)cc2)cc1OC
→ 0, -0.8, -1.6, 18, 1, 27, 10, -2.8, -0.4, -20, -27
COc1cccc2c1OCC(CN1CCN(CCC(C)C)C(CCO)C1)=C2 (stereo not drawn)
→ 8, 0.1, 0.8, 2, 0, 1, -1, -0.4, -1.5, ., 3
COc1ccc2oc(C(=O)N3CCN(C(c4ccccc4)c4ccccc4)CC3)c(C)c2c1
→ -7, 1.4, -0.2, 14, -8, -19, -2, -2.8, -0.8, ., 17
CC1(C)C(=O)N(c2ccccc2Cl)C(=O)c2ccccc21
→ 1, 2.8, 1.5, 9, 5, -3, -5, -1.5, 0.8, 6, -3
Nc1ccccc1-c1nnn(CC(=O)N2CCCc3ccccc32)n1
→ -5, 3.4, 3.0, 6, 5, 49, 3, -1.0, 1.6, -21, -5
O=C1CN(C(=O)COC(=O)c2cccc(OCc3ccccc3)c2)c2ccccc2N1
→ -2, 0.8, 3.7, -11, 9, -3, 2, 1.6, 0.2, 30, -2
COC(=O)c1cn[nH]c1N
→ -10, 4.9, 1.6, 13, -5, -2, 2, -2.9, 0.0, 8, -19
CCn1c(COc2ccc(Cl)cc2)nnc1SCC(=O)Nc1ccc2c(c1)OCO2
→ -2, 1.5, 4.4, 0, -6, -2, 7, 0.0, -3.0, -6, -14
O=C(Nc1cccc(S(=O)(=O)N2CCCCC2)c1)c1c2c(nc3ccccc13)CCN(Cc1ccccc1)C2
→ -4, 2.3, 2.5, -10, 13, 11, 18, 1.9, 0.5, -10, 3
Cc1nc2cc(C(=O)N3CCc4ccccc43)ccc2n1-c1ccc(F)c(F)c1
→ -6, 3.9, 3.8, -6, -7, 9, 8, 1.1, -1.4, 2, -33
COc1ccc(CNC(=O)Cc2cn(C)c3ccccc23)c(OC)c1
→ -6, 2.6, -0.6, 0, -8, -8, -4, 0.1, 2.1, 2, 10
O=[N+]([O-])c1cnn(-c2nc(-c3ccco3)cc(C(F)(F)F)n2)c1
→ 0, -1.8, 2.8, 9, -14, -4, 3, -1.6, -0.8, -9, -14
O=C(Nc1ccc(F)c(F)c1)C1CCN(S(=O)(=O)c2cccs2)CC1
→ -9, 6.7, 6.4, 19, -19, 7, -5, -5.0, 3.5, -10, 20
CC1CCCN(C(=O)CSc2n[nH]c(-c3cccs3)n2)C1 (stereo not drawn)
→ -5, 1.7, 5.2, 7, 5, 215, -9, -1.2, -0.6, ., -8
CC(C)(C)OC(=O)C[C@@H]1C/C=C\C[C@@H](CC(=O)NCCO)C(=O)NC[C@@H](c2ccccc2)OC1=O
→ -21, 0.1, -1.1, 14, -17, -11, -11, -2.2, -0.3, -13, 4
Cc1cc(S(=O)(=O)N2CCCC(C(=O)Nc3ccc(C(=O)O)cc3)C2)ccc1Cl (stereo not drawn)
→ -1, 2.3, 2.2, -16, -10, 337, 0, 2.9, 0.0, -8, -1
CCCCN(C(=O)C(C)N1C(=O)c2ccccc2C1=O)c1c(N)n(CCCC)c(=O)[nH]c1=O (stereo not drawn)
→ -1, 2.6, 0.9, 6, -4, 0, 3, -1.5, 3.2, -24, -13
O=C1N/C(=N\N=C\c2cccs2)SC1Cc1cccc(Cl)c1 (stereo not drawn)
→ -7, 2.4, -0.7, -52, -2, -8, 13, 10, -1.9, -13, 3
O=C(COC(=O)CCNS(=O)(=O)c1cccc(C(F)(F)F)c1)NC(=O)NC1CCCCC1
→ 2, -1.1, 1.4, -19, -17, 7, 15, 3.7, -0.3, 7, 4
Cc1ccc2oc(=O)n(CC(=O)N3CCOCC3)c2c1
→ -14, 1.5, 1.6, 18, -2, -11, -1, -3.6, 1.1, 27, -18
COC/C=C/C1=CC2=CC(=O)C(C)(OC(=O)c3cnc4ccccc4n3)C(=O)C2=CN1CC1CC1 (stereo not drawn)
→ -10, 3.7, ., -8, -3, -3, 2, 1.4, -4.3, ., -24
CCCN1CCC(CCOc2ccccc2)(C(=O)OCC)CC1
→ 3, 2.0, 4.1, -6, 2, 0, -1, 1.2, 2.6, -2, 11
COc1ccc(CCNC(=O)COc2ccc(S(=O)(=O)NCC(C)C)cc2Cl)cc1OC
→ -5, 0.8, 3.1, 7, -2, 3, -1, -1.1, -2.4, 8, -19
O=C(c1ccccc1-c1ncc[nH]1)N1CCc2c([nH]c3ccccc23)C1c1ccccn1 (stereo not drawn)
→ ., 3.4, 2.3, ., ., 2, -1, ., 0.4, -81, .
CC(NCc1ccc(S(N)(=O)=O)cc1)C(=O)N1CCc2ccccc21 (stereo not drawn)
→ -19, 0.0, -0.4, 15, -9, 385, -2, -2.8, -0.5, 8, -4
COC(=O)c1ccccc1NC(=O)C(C)n1nc(C)c2c(C)n(-c3ccccc3)nc2c1=O (stereo not drawn)
→ -10, 1.4, 0.1, 4, -13, -26, -3, -0.7, 0.1, 14, -12
Cc1ccc(NS(=O)(=O)c2cccc(C(=O)Nc3cc(C)on3)c2)cc1
→ -1, 2.3, 5.1, -5, -2, -3, -2, 1.1, 1.0, -6, 15
O=[N+]([O-])c1ccc(S(=O)(=O)Nc2nc3ccccc3nc2Nc2ccccc2)cc1
→ ., 2.6, 2.0, ., ., 146, 8, ., -0.4, -21, .
COc1ccc(N2CCN(S(=O)(=O)c3c(C)n(C)c(=O)n(C)c3=O)CC2)cc1
→ 3, 1.8, -4.2, 19, -4, 0, 3, -3.4, -0.8, -23, -4
COc1ccc(C(=O)Nc2ccc3cn[nH]c3c2)c(OC)c1
→ -3, -1.7, 2.4, 0, -2, 3, 2, 0.0, -5.9, -9, 10
CCOC(=O)c1c(NC(=O)C2CC(Cl)=CCC2C(=O)O)sc2c1CC(C)(C)OC2 (stereo not drawn)
→ -2, 3.9, 3.9, 15, -2, 316, 6, -2.9, 0.7, 22, -20
O=C(O)c1[nH]c2ccccc2c1C(c1cc(Cl)cc([N+](=O)[O-])c1O)c1c(C(=O)O)[nH]c2ccccc12
→ -9, 2.0, 2.4, 22, -8, 6, 3, -4.4, -1.6, -26, -2
CC(C)(CSc1ccccn1)NS(=O)(=O)c1ccccc1
→ -2, -1.3, 1.7, -6, -10, 22, -1, 1.2, 0.4, 28, -1
CCN(CC)S(=O)(=O)c1cccc(C(=O)Nc2ccc3c(c2)OCO3)c1
→ 5, 0.7, 3.8, -8, -7, -14, 9, 1.6, 2.5, -5, -10
COC(=O)c1ccc(NC(=O)CN2CCN(c3ccc(Cl)cc3)CC2)cc1
→ -2, 0.4, 1.5, 8, 0, 540, 2, -2.0, -1.8, -8, 21
CCC1CCCCN1C(=O)c1ccc(OC2CCN(Cc3ccccn3)CC2)cc1 (stereo not drawn)
→ 4, -2.7, 1.0, 9, -9, 12, -1, -1.8, -1.7, -5, 8
